GPT2 inh: inhibitors of human GPT2 alanine aminotransferase. AID 1671188. Potency, µM (highest dose often 57.7 µM), without a hit: top-dose activity change, negative = inhibition, most hits filed as inhibitors. Q8TD30. Recombinant GPT2, coupled pyruvate oxidase/HRP Amplex Red fluorescence. hit rate 0.25% among 100,000; further: potency means the concentration at half of the fitted maximal effect; nearly all actives have a fitted effect of over 60% in size; many of its hits are not listed in these tables
Target sequence (Q8TD30 whole entry, looked up): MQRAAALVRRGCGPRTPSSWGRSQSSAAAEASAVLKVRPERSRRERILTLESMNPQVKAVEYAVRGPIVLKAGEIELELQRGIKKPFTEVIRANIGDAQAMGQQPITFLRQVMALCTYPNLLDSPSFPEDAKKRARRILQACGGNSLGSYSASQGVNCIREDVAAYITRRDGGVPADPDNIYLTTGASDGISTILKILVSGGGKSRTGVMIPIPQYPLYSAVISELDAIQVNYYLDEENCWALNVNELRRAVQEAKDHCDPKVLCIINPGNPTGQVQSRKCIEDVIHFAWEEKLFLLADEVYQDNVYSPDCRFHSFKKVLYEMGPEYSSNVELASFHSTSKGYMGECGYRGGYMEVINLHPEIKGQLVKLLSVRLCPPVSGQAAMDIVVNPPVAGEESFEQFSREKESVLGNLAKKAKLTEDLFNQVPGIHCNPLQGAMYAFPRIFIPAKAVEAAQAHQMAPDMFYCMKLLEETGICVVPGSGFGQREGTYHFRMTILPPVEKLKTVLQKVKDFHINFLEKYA
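Inhibition is scored from Amplex Red fluorescence generated when pyruvate oxidase and HRP act on pyruvate released by GPT2. Reactions contain 10ng/uL enzyme, 250uM a-KG and 2mM L-alanine and run 30 min at room temperature.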
IP6K1 inhibitor: IP6K1 kinase inhibition | Q92551 | IP6K1 kinase, ADP-Glo luminescence, 2 h; hits give low values | activity change, % (series mostly up to about 58 µM) | hit rate 0.81% among 140,000; in the data active means activity change below about -25%
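ADP-Glo luminescence measures ADP made by human IP6K1 during a 2 h RT reaction with ATP/IP6 (mix at 1.3 mM/130 uM); top library doses 57.5 and 19.1 uM final.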
HEK cytotox: HEK 293 cell cytotoxicity; HEK 293 viability, ATP luminescence (CellTiter-Glo), 48-72 h; Potency, µM (highest dose often 115 µM), without a hit: at the top dose activity change, negative = cytotoxicity, most hits filed as inhibitors; hit rate 6.6% among 94,000; AID 1345083; further: potency means the concentration at half of the fitted maximal effect; nearly all actives have a fitted effect of over 60% in size
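qHTS cytotoxicity; HEK 293, 250 cells/well; compound pinned; 48 or 72 hr, 37 degree Celsius, 5% CO2, 95% humidity; CellTiter-Glo, 10 min RT; luminescence (ATP).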
NIH3T3 tox: kills NIH 3T3 cells; NIH 3T3 viability, CellTiter-Glo ATP luminescence, 48-72 h; Potency, µM (highest dose often 96.7 µM), without a hit: top-dose activity change, negative = cytotoxicity, usual class: inhibitors; hit rate 4.3% among 94,000; AID 1345082; further: potency means the concentration at half of the fitted maximal effect; nearly all actives have a fitted effect of over 55% in size
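Viability of NIH 3T3 cells after 48 or 72 hr compound treatment at 37 °C was assessed by CellTiter-Glo, with luminescence imaged following a 10 min room-temperature step.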
HEK293 viab: reduces viability of HEK-293 SNCA reporter cells; HEK-293-SNCA-luc viability, GF-AFC fluorescence, 24 h; Potency, µM (top dose mostly 57.1 µM), inactives show top-dose activity change, negative = cytotoxicity, most hits filed as cytotoxic; hit rate 0.12% among 150,000; AID 1671193;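 further: potency means the concentration at half of the fitted maximal effect; 0% = DMSO-treated cells and -100% = medium-only wells without cells; nearly all actives have a fitted effect of over 30% in size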
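HEK-293-SNCA-luc cells (1500/well) plated 24 h, then exposed 24 h to a dilution series; GF-AFC added 30 min at 37C, fluorescence 405/540 nm; normalised to medium-only and DMSO wells, Hill fit.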
FLuc inh: Photinus pyralis luciferase inhibition; Potency, µM (doses to about 115 µM), without a hit: top-dose activity change, negative = inhibition, hits mostly inhibitors; P08659; purified P. pyralis luciferase, luminescence, biochemical; hit rate 2.5% among 76,000; further: potency means the concentration at half of the fitted maximal effect; nearly all actives have a fitted effect of over 65% in size
Target sequence (P08659 whole entry, looked up): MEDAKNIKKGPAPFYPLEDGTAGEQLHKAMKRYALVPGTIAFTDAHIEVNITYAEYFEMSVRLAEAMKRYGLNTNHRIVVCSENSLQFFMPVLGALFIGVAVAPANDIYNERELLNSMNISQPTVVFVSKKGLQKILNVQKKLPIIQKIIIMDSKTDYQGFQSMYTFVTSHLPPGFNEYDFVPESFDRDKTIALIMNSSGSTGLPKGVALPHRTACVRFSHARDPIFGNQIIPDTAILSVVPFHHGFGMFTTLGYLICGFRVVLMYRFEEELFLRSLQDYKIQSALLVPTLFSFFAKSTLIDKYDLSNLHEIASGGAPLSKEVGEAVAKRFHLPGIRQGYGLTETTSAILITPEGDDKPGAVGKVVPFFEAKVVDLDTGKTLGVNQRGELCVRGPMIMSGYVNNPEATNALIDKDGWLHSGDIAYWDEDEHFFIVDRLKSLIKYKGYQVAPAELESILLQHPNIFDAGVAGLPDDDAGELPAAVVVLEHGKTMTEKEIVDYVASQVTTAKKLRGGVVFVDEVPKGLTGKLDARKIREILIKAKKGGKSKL
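Luminescence read by CCD imager after adding enzyme (10nM final) to wells holding compound, titrated in qHTS. Substrates 10uM each D-luciferin and ATP; buffer 50mM Tris acetate pH 7.5, 10mM Mg acetate, Tween-20, BSA.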
SNCA expr inh: reduces expression of the alpha-synuclein gene | HEK-293 SNCA-luciferase knock-in, luminescence, 24 h | Potency, µM (doses to about 57.2 µM), for inactives: at the top dose activity change, negative = inhibition, most hits filed as inhibitors | hit rate 0.17% among 140,000 | AID 1671194;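 further: potency means the concentration at half of the fitted maximal effect; plate controls were DMSO cells for no effect and cell-free wells for full effect; nearly all actives have a fitted effect of over 45% in size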
* = called active by the depositor; i = inactive; ? = inconclusive; · = no result given; & = joins results of further samples; ! = a repeat was not active; [ ] = remark or other dose. Unless noted, the call rests on the fitted dose curve; in most records, active means well fitted curve in the direction sought with a large enough effect; inconclusive means small, poorly fitted or top-dose-only effect, or another doubt; inactive means no such curve, though single readings can be large; an effect the other way counts as inactive or inconclusive. Unless noted, on the % scale 0 is the no-effect control and ±100 the full control effect.

cpd	structure	FLuc inh	GPT2 inh	HEK293 viab	IP6K1 inhibitor	NIH3T3 tox	HEK cytotox	SNCA expr inh
1	COc1cccc(-c2ccc(C(=O)NCCNC(=O)Nc3ccc(C)c(F)c3)cc2)c1	·	·	·	18	-23%	-7%	·
2	Cc1csc(NC(=O)c2nc3c(o2)CCN(CCCc2ccccc2)CC3)n1	3%[172 µM]	-13%[88.5 µM]	-10%[87.6 µM]	4	?	?	?
3	COc1ccc(S(=O)(=O)c2cn(Cc3ccccc3)c3cc(N4CCCC4)c(F)cc3c2=O)cc1	·	·	16%	18	·	·	43%[activator]
4	Cc1nc(C(=O)N2CCC[C@H]2Cc2nnc(-c3ccccc3)o2)c(-c2ccccc2F)s1	·	-2%	-30%	-10	·	·	·
5	O=C(NCCO)c1cccc(-c2cc(Nc3ccc(OC(F)(F)F)cc3)ncn2)c1	·	i	2%	-21	·	·	·
6	CCOC(=O)[C@H]1[C@@H](O)C(=O)N(C(C)C)C12CCN(C(=O)C1CCCC1)CC2	·	·	·	12	?	-14%	·
7	O=c1n(-c2ccc(C(F)(F)F)cc2)nc2n1CCN(Cc1cccc3ccccc13)C2	-6%	-19%	14%&-1%	2&7	?	28µM*!	-7%&-21%
8	COCc1nc(C2CCN(C(=O)CCc3c[nH]c4ccccc34)C2)no1 (centres undefined)	7%	i	9%	15	-9%	-8%	-2%
9	COc1ncccc1-c1cc2c(nc1OC)nc(CCc1ccccc1)n2C	10%[172 µM]	-19%[88.5 µM]	-21%[87.6 µM]	10	?	?	-20%[87.6 µM]
10	CCOc1ccccc1NC(=O)C1CCN(S(=O)(=O)c2ccc3c(c2)CCCN3C(C)=O)CC1	·	·	10%	0	·	·	-5%
11	O=C(Nc1ccc(Cl)nc1)c1ccn2nccc2c1	-22%[172 µM]	i	8%[87.6 µM]	1	-7%[138 µM]	-2%[172 µM]	13%[87.6 µM]
12	Cn1cc(C(=O)N2CCN(c3cccc(C(F)(F)F)c3)CC2)c2c3ccccc3n(C)c2c1=O	·	·	-26%	-14	·	·	?
13	COCCN1C(=O)CS(=O)(=O)C12CCN(C(=O)Cn1c(=O)oc3ccccc31)CC2	-11%	i	?	-15	-7%	-17%	17%
14	CCOc1ccc(NC(=O)c2cccc(N3CCCS3(=O)=O)c2)cc1	·	·	-6%	-2	·	·	59%[activator]
15	C=C1CC[C@@]2(OC1)O[C@H]1CC3[C@@H]4CC=C5C[C@H](O[C@H]6OC[C@@H](O)C(O)[C@@H]6O[C@@H]6O[C@@H](C)[C@H](O)[C@@H](O[C@@H]7O[C@H](CO)[C@@H](O)[C@H](O)[C@H]7O)[C@H]6O)C[C@@H](O)[C@]5(C)C4CC[C@]3(C)[C@H]1[C@@H]2C (some centres undefined)	·	4%[17.1 µM]	0%[12.5 µM]	-6	·	·	·

Whole records, quoted from the list. Order of values: FLuc inh, GPT2 inh, HEK293 viab, IP6K1 inhibitor, NIH3T3 tox, HEK cytotox, SNCA expr inh
COc1ccc(S(=O)(=O)c2cn(Cc3ccccc3)c3cc(N4CCCC4)c(F)cc3c2=O)cc1 in the list: ·, ·, 16%, 18, ·, ·, 43%[activator]
O=C(Nc1ccc(Cl)nc1)c1ccn2nccc2c1 in the list: -22%[172 µM], i, 8%[87.6 µM], 1, -7%[138 µM], -2%[172 µM], 13%[87.6 µM]

Following part.
cpd	structure	FLuc inh	GPT2 inh	HEK293 viab	IP6K1 inhibitor	NIH3T3 tox	HEK cytotox	SNCA expr inh
16	CC(Oc1ccc(Br)cc1)C(=O)Nc1ncn[nH]1 (centres undefined)	·	·	6%	15	·	·	-6%
17	CCCNC(=O)c1c(C)nn(-c2cccc(C)c2)c1-n1cccc1	·	·	5%	15	·	·	3%
18	O=C1Nc2ccccc2CN(Cc2ccc(Cl)cc2)C12CCNCC2	9%	?	-26%	-3	14µM*	20µM*	-2%
19	O=C(Cc1cccc(Cl)c1)N1CCC(C(=O)N2CCCC2c2nc3ccncc3[nH]2)CC1 (centres undefined)	·	i	2%	5	0%	i	-22%
20	Cc1ccc(N(C)C(=O)C2CCN(S(=O)(=O)c3cn(C)cn3)CC2)cc1	·	·	6%	-1	·	·	-4%
21	Cc1ccc(-c2nnc(NC(=O)c3ccc4c(c3)OCCO4)o2)c(C)c1	·	·	2%	14	·	·	-14%
22	CCCCN(Cc1ccco1)C(=O)c1cc2c(s1)-c1c(C)cccc1OC2	·	·	5%	-3	·	·	39%[activator]
23	CCc1cccc(NC(=O)Cn2c(C(=O)OC)cc3sc(Cl)cc32)c1	·	·	-2%	1	·	·	30%
24	Cc1cc2c(SCC(=O)N3CCOCC(CO)C3)ncnc2s1 (centres undefined)	-8%	i	12%	-5	-25%	-6%	29%
25	COCc1ncc(C)n1C1CCCN(C(=O)c2ccc(C)s2)C1 (centres undefined)	4%	-22%	5%	3	-5%	1%	-1%
26	OC[C@H]1O[C@@H](O[C@H]2[C@@H](O)[C@@](O)(CO)O[C@@H]2CO)[C@H](O)[C@@H](O)[C@@H]1O	·	2%	-8%	·	·	·	68%[activator]
27	COc1ccc(-c2[nH]nc3ncc(-c4ccccc4O)nc23)c(C)c1	-21%[172 µM]	-8%[88.5 µM]	?	7	?	28µM*	-22%[87.6 µM]
28	CC(=O)N1CCN(C(=O)c2cc(CC(C)C)[nH]c(=O)n2)CC(O)C1 (centres undefined)	0%	2%	9%	3	-19%	-21%	?
29	O=C(c1cc2ccccc2o1)N1CCC2(COc3ncccc3S(=O)(=O)N2)C1 (centres undefined)	·	-9%	-6%	2	?	-29%	-16%
30	COc1ccc(-n2c(C)c([N+](=O)[O-])c3ccc(O)cc32)cc1	·	-19%	-6%	·	·	·	?
31	CCOc1ccccc1C(=O)N1CCCn2ccnc2C1CC (centres undefined)	2%	2%	1%	0	-8%	-26%	11%
32	O=C(Nc1ccc(F)cc1C(F)(F)F)C1CCN(c2ncccn2)CC1	·	·	5%	3	·	·	-3%
33	O=C([C@@H]1C[C@H](Oc2cccnc2)CN1C(=O)c1cccnc1)N1CCCC1	0%	-29%	-1%	6	-21%	-10%	?
34	CCOC(=O)c1cc(-c2ccc(C)cc2)n(CC(=O)Nc2cccc(C(C)=O)c2)c1C	·	·	-5%	35	·	·	14%
35	OCc1ccc(CN2C[C@H](O)C[C@H]2c2nc(-c3ccc4c(c3)OCO4)no2)o1	18µM*	?	-14%[87.6 µM]	-2	-28%[174 µM]	-16%[172 µM]	116%[activator][87.6 µM]
36	CN(CC1CCOCC1)C(=O)c1ccccc1Cl	-7%	i	0%	13	i	-11%	-8%
37	Cc1cccc(N2Cc3c(ncnc3N3CCC(N4CCOCC4)CC3)CN(C)C2=O)c1	-3%	i	-2%	-6	-10%	-3%	?
38	COc1cccc(CN2CCC3(CC2)COc2ccccc2C(=O)N3)c1	1%[172 µM]	2%[88.5 µM]	-7%[87.6 µM]	11	-20%[138 µM]	-27%[172 µM]	-3%[87.6 µM]
39	O=C(C1CC1)N1CCCC1c1noc(COc2ccc(F)cc2)n1 (centres undefined)	2%	i	-6%	-3	-7%	-13%	?
40	COc1ccc(CNC(=O)C(C)n2c(=O)cc(C)c3c(C)nn(-c4ccccc4)c32)cc1 (centres undefined)	·	·	-3%	-4	·	·	34%[activator]
41	CC1=C[C@@H](CN2CCC[C@H]2CO)[C@H](C(C)C)C[C@H]1Cc1nnc(-c2ccc(N(C)C)cc2)o1	-11%	1%	-27%	30	40µM*	45µM*	-28%
42	Cc1nn2c(c1-c1ccccc1OCc1ccccc1)N(C(=O)Cc1ccc3c(c1)OCO3)CCC2	-1%	-13%	-12%	2	13µM*	79µM*	-18%
43	O=C(NCc1ccnc2[nH]ccc12)c1ccc(Cl)cc1	?	i	11%[87.6 µM]	4	-19%[138 µM]	-2%[172 µM]	8%[87.6 µM]
44	CCNC(=O)c1cccnc1OC1CCN(C(=O)c2sccc2C)C1 (centres undefined)	-7%	i	9%	3	-13%	-11%	13%
45	CCn1ncc(NC(=O)Cn2ncc3cc(-c4cccc(OC)c4)ccc32)n1	?	-1%	-22%	-3	-67%	-57%	59%[activator]
46	CCCCn1c(=O)c(C(=O)N2CCN(C(=O)c3ccc(Cl)nc3)CC2)nc2cccnc21	·	-7%	-7%	-2	-17%	0%	-23%
47	COc1ccc(CCNC(=O)Cc2c(C)c3cc4c(C(C)(C)C)coc4c(C)c3oc2=O)cc1OC	·	·	-20%	6	·	·	23%
48	O=C(CC1Oc2ccccc2NC1=O)NCc1ccc(F)cc1 (centres undefined)	·	·	6%	2	·	·	6%
49	O=C1NC(=NC2CCCCC2)C2(CCCN(CC3CC3)C2)N1c1cc(F)cc(F)c1 (centres undefined)	·	2%	-17%	-10	32µM*	10µM*	-40%
50	COc1ccc(CN2CCCC3(Cc4ccccc4CN(C(C)=O)C3)C2)cc1 (centres undefined)	·	i	5%	7	-13%	?	0%
51	C=C1C(=O)OC2/C=C(/C)C3=CC(=O)C(C)(CC(OC(=O)/C(C)=C/COC(C)=O)C12)O3 (centres undefined)	·	i	?	-7	·	·	·
52	CCCSc1ncc(Cl)c(C(=O)N(Cc2ccccc2)c2ccc(OC)cc2)n1	·	·	2%	3	·	·	?
53	O=C1CC2(CCN(C(=O)c3cnc4ccccn4c3=O)C2)C(=O)N1 (centres undefined)	-17%	i	4%	7	-23%	-24%	7%
54	CC(C)NC(=O)C1COC2(CCN(C(=O)c3ccc(Cl)cc3)CC2)N1C(=O)c1cccc(F)c1 (centres undefined)	0%	-8%	-2%	23	?	-16%	2%
55	COCCNC(=O)[C@H]1C[C@H](Oc2cccnc2)CN1S(=O)(=O)c1ccc(OC)cc1	0%	i	-4%	1	i	-4%	5%
56	CC(C)Nc1cc(-c2c[nH]c(C(=O)N[C@H](CO)c3cccc(Cl)c3)c2)c(Cl)cn1	·	0%&-11%	-22%&-22%	-19	·	·	?
57	O=C(c1ccccc1Cl)N1CCn2c(nn(-c3ccc([N+](=O)[O-])cc3)c2=O)C1	2%	-4%	-13%	2	?	?	-30%
58	CCCN1C(=O)C(Cc2nc3ccccc3c(=O)n2CC)c2ccccc21 (centres undefined)	·	·	7%	6	·	·	2%
59	COc1ccc(C(=O)N(Cc2ccc(N(C)C)cc2)Cc2ccco2)cc1Cl	·	·	-6%	2	·	·	-24%
60	NC(=O)CN1C(=O)[C@@H]2CN(S(=O)(=O)c3cccs3)CCN2C1=O	-5%[172 µM]	3%[88.5 µM]	4%[87.6 µM]	-9	4%[174 µM]	3%[172 µM]	0%[87.6 µM]
61	COc1cccc(-n2c(=O)c3c(C)c(C)sc3n(CC(=O)Nc3ccccc3OC)c2=O)c1	·	·	-8%	11	·	·	5%
62	NC(=O)c1ccc(NC(=O)C2CC(=O)N(c3n[nH]c4cc(Br)ccc34)C2)cc1 (centres undefined)	5%	-5%	-3%	-14	i	11%	-10%
63	O=C(CCC(=O)N1CCOc2ccccc21)NCc1cccs1	·	·	3%	4	·	·	-20%

Screening data as filed in PubChem.
